NALP3 yeast inh: inhibitors of NALP3 inflammasome in yeast; hit rate 0.39% among 330,000; inhibition, % at 10 µM; Yeast reconstituted NLRP3/ASC/caspase-1, beta-gal luminescence, 24 h;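 active means inhibition of 50% or more; inactive means inhibition below 50%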;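 further: plate controls were induced DMSO wells for no effect and uninduced yeast grown without galactose for full effect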
MPTP inh: permeability transition pore inhibition; isolated mouse mitochondria, Ca2+ swelling absorbance, 30 min; inhibition, % at 10 µM; hit rate 1.4% among 360,000; AID 602449;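 active means inhibition of 50% or more, scaled per plate between neutral and stimulator controls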;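 further: 0% = DMSO wells given calcium and 100% = 1 mM EGTA wells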
TIM10 inh: growth inhibitors of TIM10 yeast strain; S. cerevisiae TIM10 strain growth, BacTiter-Glo luminescence, 24 h; inhibition, % at 10 µM; hit rate 1.4% among 330,000;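 active means inhibition of 40% or more at the single tested concentration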;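 further: wild-type TIM10 isogenic control strain grown at permissive 25 °C; 0% = DMSO yeast wells and 100% = minimal medium wells without yeast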
MIN6 prolif: MIN6 beta-cell proliferation induction. hit rate 0.29% among 330,000. MIN6 cells proliferation, ATPlite luminescence, 48 h; cells starved in 0.2% serum; 100% = growth in 10% serum. proliferation, % at 10 µM;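 active means compounds whose signal lies at least 3.5 SD above the mean of all wells on their plate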;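 further: 0% = DMSO-treated cells in low-serum medium and 100% = 10% serum control; some compounds called inactive have numbers as strong as hits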
APJ ag: APJ receptor agonism. P35414. activation, % at 20 µM. hit rate 0.11% among 330,000. CHO-K1 APJ PathHunter beta-arrestin, luminescence; 0% DMSO wells, 100% apelin;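 active means activation more than six SD over the plate average, tested at 20 µM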;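 further: 0% = DMSO alone and 100% = apelin-13 at 10 nM; some results filed as inactive read as strong as hits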
Target sequence (P35414 whole entry, looked up): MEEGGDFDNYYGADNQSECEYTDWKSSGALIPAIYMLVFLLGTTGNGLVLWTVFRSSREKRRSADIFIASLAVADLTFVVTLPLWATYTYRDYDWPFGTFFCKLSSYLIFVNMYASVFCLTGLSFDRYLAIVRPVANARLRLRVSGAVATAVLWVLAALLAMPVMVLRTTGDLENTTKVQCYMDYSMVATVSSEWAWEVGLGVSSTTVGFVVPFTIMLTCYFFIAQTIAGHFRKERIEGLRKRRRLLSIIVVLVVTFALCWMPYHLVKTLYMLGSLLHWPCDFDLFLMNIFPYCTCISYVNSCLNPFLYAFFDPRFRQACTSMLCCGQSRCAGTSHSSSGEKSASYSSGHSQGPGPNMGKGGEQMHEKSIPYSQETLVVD
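Test system: CHO-K1 APJ beta-arrestin complementation cell line. Amount: cell density 1000 per well. Controls: DMSO negative, 10 nM Apelin-13 positive. Signal: luminescent beta-gal fragment complementation, chemiluminescent substrate. Read-out basis: agonist-driven arrestin binding to APJ. Timing: compound stimulation 90 min at 25 °C, detection 60 min.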
GRIN3A LBD mod: modulates the human NR3A ligand-binding domain | hit rate 2.5% among 340,000 | Tm shift relative to glycine control, % at 25 µM | NR3A LBD differential scanning fluorimetry, Tm shift; 0% = protein alone, 100% = glycine-bound protein;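 active means melting temperature shift of at least 10% of the positive control shift, at one fixed dose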
tim10-1 inh: inhibits growth of tim10-1 mutant yeast. hit rate 2.2% among 330,000. S. cerevisiae tim10-1 ts strain growth, BacTiter-Glo, 24 h. inhibition, % at 20 µM;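 active means inhibition of at least 40%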;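 further: mutant grown at 25 °C; 0% = DMSO wells with yeast and 100% = wells holding no yeast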
APJ antagonist: blocks the human apelin receptor APJ. P35414. CHO-K1 APJ beta-arrestin complementation, luminescence. inhibition, % at 20 µM. hit rate 0.32% among 330,000;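 active means inhibition above about 40% at 20 µM, limit read from the data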;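 further: cells challenged with 10 nM apelin-13 agonist together with compound; plate controls were apelin-13 plus DMSO wells for no effect and DMSO wells lacking apelin-13 for full effect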
tim23-1 inh: growth inhibitors of tim23-1 mutant yeast. S. cerevisiae tim23-1 growth, BacTiter-Glo luminescence, 24 h. inhibition, % at 20 µM. hit rate 1.3% among 330,000;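 active means growth inhibition of the mutant yeast at or above 50%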;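 further: temperature-sensitive mutant grown at 25 °C; plate controls were DMSO-treated mutant yeast for no effect and medium wells lacking yeast for full effect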
* hit, by the source's call; nt = no result given.

SMILES | NALP3 yeast inh | MPTP inh | TIM10 inh | MIN6 prolif | APJ ag | GRIN3A LBD mod | tim10-1 inh | APJ antagonist | tim23-1 inh
NC(=O)Nc1ccc(C(=O)OCC(=O)Nc2ccc(Cl)cc2C(=O)c2ccccc2)cc1 | 11 | 2.0 | 9 | 0 | -1 | -6 | 1 | 10 | 10
Cc1cc(OC(C)C(=O)NCc2cccnc2)c2c3c(c(=O)oc2c1)CCC3 (configuration not stated) | -7 | -1.1 | -9 | 1 | -3 | -1 | 2 | 21 | -11
C=C1N2CCC(CC2)C1(O)c1ccc(C)c(C)c1 (configuration not stated) | 16 | 0.1 | -17 | -2 | -5 | 2 | 6 | 3 | 0
COC(=O)C1=C(c2c(C)noc2C)C[C@@H]2CC[C@H]1N2C(=O)N1CCC(O)CC1 | 5 | -1.8 | 0 | 5 | 1 | -1 | 3 | 5 | 19
CC(CN1CCOCC1)OC(=O)Cc1ccccc1 (configuration not stated) | 4 | 0.6 | -10 | -3 | -1 | 2 | 8 | -30 | 7
O=C1NC(=O)N(c2ccc(F)cc2)C(=O)/C1=C/c1ccc(N2CCOCC2)cc1 | 5 | 7.7 | 0 | -4 | -4 | -1 | 1 | 0 | 7
O=P(Nc1cccc(Cl)c1)(Oc1ccccc1)Oc1ccccc1 | 6 | -1.7 | 4 | -5 | -2 | -8 | 2 | -9 | 12
N[C@@H](Cc1c[nH]c2ccccc12)c1nnc(SCc2ccccc2F)o1 | 16 | 1.3 | 27 | -3 | -2 | -2 | 36 | -11 | 39
Cc1ccc2c(c1Cl)NC(C(=O)O)C1CC(Sc3ccccc3[N+](=O)[O-])C(Cl)C21 (configuration not stated) | 21 | 9.9 | 14 | -6 | -2 | 0 | 12 | 0 | 26
CC1=C(C(=O)N2CCC3(CC2)OCCO3)C2(CCC(C)CC2)OC1=O (configuration not stated) | 1 | 1.1 | -8 | 0 | -3 | -2 | 12 | -10 | 5
CCC(N)Cc1c[nH]c2ccccc12 (configuration not stated) | 3 | 0.4 | 3 | -2 | -2 | 0 | 8 | 2 | 11
COc1cccc(CN2CCCCC2c2cccnc2)c1 (configuration not stated) | 6 | 0.1 | 6 | -1 | -4 | -2 | -1 | 5 | -11
Cc1ccc(-n2c(O)c(C=NCCN3CCOCC3)c(=O)[nH]c2=O)cc1 | 36 | 0.0 | 7 | -4 | -2 | -2 | 7 | 7 | -1
Cc1cc[n+](Cc2ccccc2)cc1 | 20 | -0.2 | -7 | -3 | -1 | 0 | -23 | 17 | -1
CN(C)CCN=Cc1c(O)n(CCC2=CCCCC2)c(=O)[nH]c1=O | 12 | -2.1 | -9 | -2 | 1 | 0 | 26 | -4 | -3

Laid out differently: results already given
SMILES,NALP3 yeast inh,MPTP inh,TIM10 inh,MIN6 prolif,APJ ag,GRIN3A LBD mod,tim10-1 inh,APJ antagonist,tim23-1 inh
CC(CN1CCOCC1)OC(=O)Cc1ccccc1 (configuration not stated),4,0.6,-10,-3,-1,2,8,-30,7
O=C1NC(=O)N(c2ccc(F)cc2)C(=O)/C1=C/c1ccc(N2CCOCC2)cc1,5,7.7,0,-4,-4,-1,1,0,7

(continued)
SMILES | NALP3 yeast inh | MPTP inh | TIM10 inh | MIN6 prolif | APJ ag | GRIN3A LBD mod | tim10-1 inh | APJ antagonist | tim23-1 inh
O=c1[nH]c(=O)n(Cc2ccccc2)c(O)c1C=NCCCn1ccnc1 | -7 | 7.2 | 6 | 1 | -2 | 0 | 4 | 15 | -5
CCOc1cc2c(cc1OCC)-n1cccc1C(c1ccccc1F)NC2 (configuration not stated) | 9 | 0.0 | 34 | -3 | -2 | -1 | 35 | 17 | 24
O=C1/C(=C/c2ccccc2)C[C@@]2(O)[C@H]3Cc4ccc(O)c5c4[C@@]2(CCN3CC2CC2)C1O5 (some centres not stated) | 15 | -1.9 | -3 | -5 | -9 | 1 | -18 | 56* | 7
CC(C)[C@@]1(NC(=O)[C@@H]2C[C@@H]3c4cccc5[nH]cc(c45)C[C@H]3N(C)C2)O[C@@]2(O)[C@@H]3CCCN3C(=O)[C@H](Cc3ccccc3)N2C1=O | 11 | -4.0 | 7 | -5 | -6 | -4 | -6 | 14 | -1
COC(=O)C1=C(c2cccc(OCc3ccccc3)c2)C[C@@H]2CC[C@H]1N2C(=O)NCc1ccc(C(F)(F)F)cc1 | 22 | 0.0 | 7 | -7 | -3 | -3 | 15 | 0 | 20
N#Cc1ccc(NC(=O)CN2CCN(C(=O)c3cccs3)CC2)cc1Cl | 4 | 1.8 | 11 | 0 | -2 | -3 | 19 | 4 | 11
COc1ccc(NC2(C#N)CCCCC2)cc1 | 21 | 0.7 | -5 | -2 | -3 | 1 | 0 | -9 | -3
CP(C)(=O)CCC(=O)O | 21 | -5.5 | -4 | 0 | 2 | 2 | 13 | 11 | 12
CCC(C)C12CN3CCN(CC(C)(C3)C1=O)C2 (configuration not stated) | 19 | 0.8 | -12 | 3 | 0 | 0 | -9 | 0 | -7
COC1=CC(=O)[C@]2(C=C1OC)OC[C@@H]1Oc3c(ccc4c3C=CC(C)(C)O4)C(=O)[C@@H]12 | 5 | nt | 1 | -6 | 10 | 3 | -8 | -3 | -4
O=c1[nH]c(=O)n(Cc2ccc(F)cc2)c(O)c1/C=N/Nc1ccccc1 | 27 | 0.1 | -33 | -4 | 8 | 0 | 5 | -19 | 13
CCn1ccnc1CN1CCCC(C(=O)c2cc(Cl)ccc2OC)C1 (configuration not stated) | -2 | 2.7 | 10 | 2 | -2 | -5 | 17 | 10 | 11
Cc1ccc(Cn2cc(C=O)c(-c3ccc(F)cc3)n2)cc1 | 24 | 0.8 | 20 | -1 | 0 | 2 | 29 | -2 | 49
COC(=O)c1cccc(NC(=O)N2C[C@H]3C[C@@H](C2)c2cccc(=O)n2C3)c1 | 11 | -0.6 | -6 | 1 | -4 | -2 | -20 | -12 | -12
Cc1ccc(C2=NN(CCC(=O)N3CCC4(CC3)OCCO4)C(=O)CC2)cc1 | 3 | 2.3 | 9 | 0 | -1 | 0 | 16 | 0 | 1

Some values from the entries so far:
Value of COc1ccc(NC2(C#N)CCCCC2)cc1 in tim10-1 inh: 0
Value of O=c1[nH]c(=O)n(Cc2ccccc2)c(O)c1C=NCCCn1ccnc1 in MIN6 prolif: 1
Value of Cc1ccc(Cn2cc(C=O)c(-c3ccc(F)cc3)n2)cc1 in TIM10 inh: 20
Value of O=C1/C(=C/c2ccccc2)C[C@@]2(O)[C@H]3Cc4ccc(O)c5c4[C@@]2(CCN3CC2CC2)C1O5 (some centres not stated) in MIN6 prolif: -5
Value of O=c1[nH]c(=O)n(Cc2ccc(F)cc2)c(O)c1/C=N/Nc1ccccc1 in NALP3 yeast inh: 27
Value of N#Cc1ccc(NC(=O)CN2CCN(C(=O)c3cccs3)CC2)cc1Cl in MPTP inh: 1.8

(list continues)
SMILES | NALP3 yeast inh | MPTP inh | TIM10 inh | MIN6 prolif | APJ ag | GRIN3A LBD mod | tim10-1 inh | APJ antagonist | tim23-1 inh
Cc1noc(C)c1CSCC(=O)Nc1ccc(C#N)c(Cl)c1 | 4 | 8.9 | 0 | 0 | -1 | -1 | -12 | -9 | -2
Clc1ccccc1CN1CCNCC1 | 15 | 0.0 | -5 | -2 | 0 | 1 | -6 | -12 | 2
CCOC(=O)c1ccc(NC(=O)C2C3C=CC(O3)C2C(=O)O)cc1 (configuration not stated) | -4 | nt | 1 | 0 | -2 | nt | 11 | 2 | 5
CN=C(SCC(=O)c1cccc(Cl)c1)c1c(O)n(C)c(=O)n(C)c1=O | 5 | 13 | -14 | -4 | 0 | -1 | -9 | -2 | 8
C#CC[N+]1(C)[C@@H]2CC(OC(=O)C(CO)c3ccccc3)C[C@H]1C(O)C2 (some centres not stated) | -1 | 1.1 | -5 | -3 | 2 | -1 | 8 | 4 | -1
CCOC(=O)C(=O)NC1CCSC1=O (configuration not stated) | 1 | -1.2 | 7 | -3 | 3 | -3 | 7 | -9 | 20
C=CCOc1ccc(CC2C(=O)N(C)C(=O)N(C)C2=O)cc1 | 13 | -0.2 | -7 | -3 | 2 | -1 | 6 | 7 | 22
O=C(NCCN1CCCCC1)c1ccc(Cl)nc1Cl | 13 | -0.2 | -8 | -2 | 0 | -2 | 19 | 16 | -4
Cc1c(C(=O)Nc2ccccc2)cc(-c2ccccc2)n1CCCN1CCOCC1 | 28 | 1.3 | 27 | 0 | -1 | -2 | 26 | 0 | 37
COc1cc2c(C(=O)O)c(C)n(C)c2cc1Br | 14 | -0.7 | 7 | -1 | -4 | 0 | 2 | 14 | 9
CCn1c(C)cc(/C=C2\C(=O)NC(=O)N(c3ccccc3C)C2=O)c1C | -6 | 1.1 | 6 | 2 | -2 | -2 | 12 | 17 | 13
Cc1ccc(-c2nc3ccccc3c(=O)n2-c2ccccn2)cc1 | -1 | -0.3 | 12 | -3 | -3 | 0 | 19 | -5 | 32
Clc1ccccc1C1=NCc2nncn2-c2sc(Br)cc21 | 21 | 2.3 | 5 | -3 | 2 | -2 | 2 | -2 | 13
Cc1nc2c(-c3ccccc3)c(C)nn2c(C)c1CCC(=O)N1CCC2(CC1)OCCO2 | -4 | -1.3 | 10 | -3 | -1 | -1 | 35 | -1 | 14
COC(=O)C1=C(c2c(C)noc2C)C[C@@H]2CC[C@H]1N2C(=O)N1CCC(C)CC1 | 4 | -0.6 | 17 | 0 | -2 | -1 | 20 | 8 | 20

Part of the list above, reformatted.
smiles: C#CC[N+]1(C)[C@@H]2CC(OC(=O)C(CO)c3ccccc3)C[C@H]1C(O)C2 (some centres not stated)
  NALP3 yeast inh = -1	MPTP inh = 1.1	TIM10 inh = -5	MIN6 prolif = -3	APJ ag = 2	GRIN3A LBD mod = -1	tim10-1 inh = 8	APJ antagonist = 4	tim23-1 inh = -1
smiles: CCOC(=O)C(=O)NC1CCSC1=O (configuration not stated)
  NALP3 yeast inh = 1	MPTP inh = -1.2	TIM10 inh = 7	MIN6 prolif = -3	APJ ag = 3	GRIN3A LBD mod = -3	tim10-1 inh = 7	APJ antagonist = -9	tim23-1 inh = 20
smiles: C=CCOc1ccc(CC2C(=O)N(C)C(=O)N(C)C2=O)cc1
  NALP3 yeast inh = 13	MPTP inh = -0.2	TIM10 inh = -7	MIN6 prolif = -3	APJ ag = 2	GRIN3A LBD mod = -1	tim10-1 inh = 6	APJ antagonist = 7	tim23-1 inh = 22

Following part.
SMILES | NALP3 yeast inh | MPTP inh | TIM10 inh | MIN6 prolif | APJ ag | GRIN3A LBD mod | tim10-1 inh | APJ antagonist | tim23-1 inh
Cc1ccc(-n2c(O)c(C=NCCC3=CCCCC3)c(=O)[nH]c2=O)cc1 | 1 | -1.5 | 6 | -1 | -1 | -3 | 34 | 2 | 11
COc1cc2c(cc1OC)C(C1c3cc4c(cc3CCN1C)OCO4)OC2=O (configuration not stated) | 25 | 0.5 | -8 | 0 | -1 | 0 | -5 | 11 | 5
N=c1ccccn1Cc1ccccc1 | 1 | -1.6 | -4 | 0 | -1 | 0 | -24 | 12 | -1
COc1cccc(OC)c1CN1CCCC(C(=O)c2cccc(Cl)c2)C1 (configuration not stated) | 18 | 1.1 | 3 | -3 | -4 | 1 | 16 | 14 | 18
Cc1cc(/C=C2\C(=O)NC(=O)N(c3ccccc3)C2=O)c(C)n1-c1ccc(C(=O)O)c(Cl)c1 | 3 | 1.4 | -8 | -1 | 1 | -5 | -15 | 17 | -6
Cc1nc2cc(-c3ccccc3)nn2c(C)c1CCC(=O)N1CCC2(CC1)OCCO2 | 16 | 1.5 | 29 | 1 | -2 | -4 | 24 | -7 | 14
CCOP(=O)(OCC)C1(C(=O)O)CCCC1 | 9 | 1.1 | 4 | 2 | 0 | 1 | 1 | 15 | 4

Screens as filed in PubChem.

An excerpt; count on the stated rates, not on these rows.
